High-throughput results as filed in PubChem BioAssay.
KCC2 mod – modulates chloride dependent transport by human KCC2. B-score of Tl+ flux slope (higher = more flux/activation; lower = inhibition) at 10 µM. Q9H2X9. KCC2 cells, thallium flux FluoZin-2 fluorescence. AID 1456. 190,000 tested, 2.2% active;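 active = thallium flux slope and its plate-corrected score both differing from the plate sample mean at a set confidence after two filtering rounds, in either direction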;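 also: slope of fluorescence scaled to starting intensity during 10 to 20 s after thallium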
FXIa inh – inhibitors of human coagulation factor XIa; P03951; purified FXIa, Boc-Glu-Ala-Arg-AMC fluorogenic substrate; inhibition, % at 5 µM; 220,000 tested, 0.14% active; AID 798;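 active = inhibition of at least 40%; inactive = inhibition below 40%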;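 also: fluorescence of freed AMC excited at 355 nm; 0% = enzyme without compound and 100% = no enzyme blank; many of its hits are not listed in these tables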
p97 inhibitor – inhibitors of human p97 ATPase | P55072 | recombinant p97 ATPase, Kinase-Glo ATP luminescence, 3 h | inhibition, % at 8 µM | 220,000 tested, 0.42% active; in the data active = inhibition above about 15%;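 also: 0% = DMSO vehicle and 100% = wells lacking enzyme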
PERK inh – human PERK inhibition, primary cell-based screen. 220,000 tested, 0.17% active. inhibition, % at 5.6 µM. CHO PERK-DD fusion, SEAP luminescence translation reporter. AID 1416. Q9NZJ5;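 active = inhibition above the mean inhibition of all tested compounds plus 3 SD, set separately per screening campaign, cut at about 2.9% in these data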;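 also: PERK kinase domain activated by AP20187 dimerizer at 100 nM; 0% = DMSO with dimerizer and 100% = rapamycin at 8.4 µM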
FXIIa inh 1536 – factor XIIa (human) inhibition; P00748; purified FXIIa, Boc-QGR-AMC fluorogenic substrate, 2 h; inhibition, % at 5 µM; 220,000 tested, 0.3% active; AID 800; in the data active = inhibition above about 40%;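 also: 0% = enzyme with no compound and 100% = blank without enzyme; many of its hits are not listed in these tables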
Furin inhibitor – human furin inhibition. AID 463115. inhibition, % at 30 µM. 220,000 tested, 0.061% active. purified furin, fluorogenic substrate cleavage. P09958; in the data active = inhibition above about 25%; also: inactives centre near -15
hK5 inh – blocks human kallikrein 5 protease activity; inhibition, % at 5 µM; recombinant hK5, fluorogenic AMC substrate cleavage; Q9Y337; 210,000 tested, 0.59% active;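 active = inhibition of 40% or more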;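 also: 0% = enzyme controls without compound and 100% = no-enzyme blanks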
Target sequence (Q9Y337 67-293 limits assumed): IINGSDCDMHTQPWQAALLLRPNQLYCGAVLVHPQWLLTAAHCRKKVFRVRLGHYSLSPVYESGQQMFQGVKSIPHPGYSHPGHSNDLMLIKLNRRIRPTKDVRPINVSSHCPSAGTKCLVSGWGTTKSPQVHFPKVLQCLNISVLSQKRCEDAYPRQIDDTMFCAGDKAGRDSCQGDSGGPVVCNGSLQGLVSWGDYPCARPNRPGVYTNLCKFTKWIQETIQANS
Wee1 degr inh – blocks degradation of human Wee1 kinase; HeLa Luc-Wee1K328M stability, luciferase luminescence; 100% = proteasome inhibitor MG132 effect; reporter increase, % at 5 µM; 220,000 tested, 1.2% active;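 active = activation above the mean of all tested compounds plus 3 SD, set per screening run, cut at about 8.8% in these data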;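 also: cells exposed to compound for 20 h before luminescence read; 0% = DMSO alone and 100% = MG132 at 30 µM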
Target sequence (P30291 whole entry K328M): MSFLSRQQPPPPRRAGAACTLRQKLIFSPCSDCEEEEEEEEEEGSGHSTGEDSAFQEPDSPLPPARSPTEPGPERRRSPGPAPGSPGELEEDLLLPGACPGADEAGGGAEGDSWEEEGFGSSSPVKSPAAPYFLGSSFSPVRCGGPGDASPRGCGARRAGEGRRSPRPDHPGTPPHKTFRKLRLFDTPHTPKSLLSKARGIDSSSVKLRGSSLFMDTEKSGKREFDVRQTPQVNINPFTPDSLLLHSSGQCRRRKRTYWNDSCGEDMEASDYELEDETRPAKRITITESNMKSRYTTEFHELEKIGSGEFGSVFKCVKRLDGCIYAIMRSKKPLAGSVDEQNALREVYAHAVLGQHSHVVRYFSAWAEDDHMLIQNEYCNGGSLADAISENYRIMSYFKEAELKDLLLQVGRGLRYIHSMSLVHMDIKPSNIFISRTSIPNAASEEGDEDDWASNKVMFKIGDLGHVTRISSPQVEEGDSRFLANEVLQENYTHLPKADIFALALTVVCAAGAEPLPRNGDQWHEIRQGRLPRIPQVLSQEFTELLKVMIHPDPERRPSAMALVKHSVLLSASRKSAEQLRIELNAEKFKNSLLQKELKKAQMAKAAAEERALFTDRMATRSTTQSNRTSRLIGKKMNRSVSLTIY
Thrombin inh – inhibitors of human thrombin | P00734 | alpha-thrombin, Boc-VPR-AMC fluorogenic substrate cleavage | inhibition, % at 5 µM | 220,000 tested, 0.26% active | AID 1046;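 active = inhibition at or above 40%; inactive = inhibition below 40%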;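 also: 0% = enzyme with no compound and 100% = wells without enzyme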
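System – human alpha-thrombin · Medium – pH 7.5 Tris (50 mM) with NaCl 150 mM, Tween 20 0.05% · Compound – single-point dosing at 5 µM, 0.2% DMSO · Incubation – enzyme reaction carried out at room temperature · Technique – fluorescence of released AMC, ex 355 nm, em 460 nm · Read-out basis – % inhibition of thrombin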
The depositor's hits bear a star; i = inactive; . = not tested or not shown; [ ] = another dose, or the depositor's remark. An unsorted share of the library (roughly 4.4% active in at least one column).

canonical_smiles | KCC2 mod | FXIa inh | p97 inhibitor | PERK inh | FXIIa inh 1536 | Furin inhibitor | hK5 inh | Wee1 degr inh | Thrombin inh
CCOc1ccc(C2=Nn3c(nnc3-c3ccco3)SC2)cc1 | 0.16 | -5 | 9 | -0.8 | 5 | -6[20 µM] | -6 | 1 | -1
Cc1cc(C(=O)N/N=C/c2ccc(N3CCOCC3)cc2)c(C)o1 | -0.59 | -5 | -6 | 0.7 | 0 | 2 | -5 | 8 | 3
Cc1nc2c(ccc3nc(NC(=O)C(c4ccccc4)c4ccccc4)sc32)s1 | -0.01 | 16 | 4 | 0.4 | 14 | -19 | 5 | 0 | 2
Cc1ccc2cn[nH]c2c1N | 0.49 | -5 | 5 | 2.5 | 4 | -25 | -10 | 0 | 3
O=C(COC(=O)CSc1ccc2ccccc2c1)Nc1ccccc1OC(F)F | 0.2 | -1 | -3 | 0.7 | 10 | -6 | -6 | -3 | -10
CCOc1cc(CNCCc2ccc(S(N)(=O)=O)cc2)cc(Cl)c1OCc1ccccc1 | . | 0 | 5 | -1.2 | 16 | -16[20 µM] | -12 | -1 | 1
O=C(CSc1nnc(Cn2cnc3ccccc32)o1)Nc1cccc2ccccc12 | -0.2 | -5 | -3 | -0.2 | -7 | -3[20 µM] | 1 | 2 | -7
Cc1ccc(C)c(NC(=O)CN(C)C(=O)c2nn(C)c(=O)c3ccccc23)c1 | 0.91 | -3 | 3 | 0.3 | 4 | -17 | 0 | -2 | -3
CSc1ncc(Cl)c(C(=O)Nc2cccc3ccccc23)n1 | -0.18 | 6 | 1 | 0.8 | 8 | -24 | -6 | 0 | -6
CCCn1c(SCC(=O)N2N=C3/C(=C/c4ccc(OC)cc4)CCCC3C2c2ccc(OC)cc2)n[nH]c1=O (stereo not drawn) | -0.023 | 3 | 3 | -1.2 | 2 | 3 | -16 | 0 | -10
O=C(NCc1ccc(Cl)cc1)c1cc(-c2ccco2)on1 | . | -4 | -3 | 0.5 | 8 | 1 | -5 | -3 | -1
Cc1ccccc1NC(=O)Cn1nnc2c(cnn2-c2ccc(F)cc2)c1=O | -2.4 | 1 | 1 | 0.8 | 15 | -16[20 µM] | -12 | -1 | 4
Cc1ccc(CC(=O)N2CCN(c3ccccc3F)CC2)cc1 | -0.61 | -4 | -2 | 0.0 | 7 | -18 | -3 | 0 | 5
Cn1c(CN2CCOCC2)nnc1SCc1cccc(F)c1 | 0.027 | -2 | 5 | -0.2 | -2 | -34 | -4 | 1 | -14
CC(=O)c1ccc(NC(=O)Nc2ccc(Br)cc2C)cc1 | 1.4 | 7 | 6 | 0.3 | 7 | -17 | -3 | 1 | -5
CCOC(=O)C1=C(C)OC(N)=C(C#N)C1C1CCCCC1 (stereo not drawn) | 0.94 | -11 | 3 | -0.5 | -15 | -18 | -1 | 2 | -4
CCOC(=O)Cc1nc(-c2cccc(C(F)(F)F)c2)no1 | 0.79 | -2 | 7 | 1.2 | 3 | -26 | -1 | 2 | -6
O=C(Cc1nc(=O)c2ccccc2s1)Nc1ccccc1 | . | 17 | 3 | -0.2 | 32 | -12[20 µM] | -14 | 2 | 0
COc1cc2cnc(Cl)nc2cc1OC | 0.39 | -7 | -2 | 0.5 | 1 | -5 | -8 | 1 | -8
COc1cccc(-c2nc(-c3ccccn3)no2)c1OC | 0.34 | 4 | 0 | 0.3 | 1 | -22[20 µM] | 0 | -1 | -8
CCCCC/C=C\C[C@H](O)/C=C/c1cccc(C[C@H](O)CCCCO)n1 | -0.29 | 10 | -6 | 1.0 | 8 | -8 | -16 | 2 | 0
Cc1nn(-c2nc3ccccc3n2Cc2ccccc2)c2c1C(=O)CC(C)(C)C2 | . | -8 | 1 | -0.5 | -2 | -8[20 µM] | -22 | 0 | -12
CCOCCCNS(=O)(=O)c1ccc(Br)cc1 | -0.44 | 7 | 1 | 0.6 | -1 | 11[20 µM] | -1 | -2 | 9
Cc1cc(CNC(=O)c2cc(-c3ccccc3)nc3ccccc23)nn1C | -0.75 | 17 | -6 | 0.3 | 20 | -2 | 14 | -3 | 10
COC(=O)c1ccc(CNC(=O)COc2ccccc2Br)o1 | . | -1 | -10 | 0.0 | 14 | -11[20 µM] | 2 | 1 | 2
O=C(Cn1nnc(-c2ccccc2Cl)n1)N1CCN(S(=O)(=O)c2ccc(Cl)cc2)CC1 | 0.051 | -13 | -1 | 0.6 | -15 | -13 | 0 | -2 | -6
Cc1c(S(=O)(=O)NCc2ccccc2)c(=O)n(C)c(=O)n1C | 0.00042 | 2 | -2 | -0.2 | 11 | -15 | 1 | 0 | 4
O=C(Nc1cccnc1)c1c(F)c(F)c(F)c(F)c1F | 1.7 | 21 | 6 | 1.4 | 20 | -16[20 µM] | -2 | 0 | -10
CCCCn1nc(C(=O)Nc2ccc(S(=O)(=O)Nc3ncccn3)cc2)c2ccccc2c1=O | -0.13 | -5 | 6 | 0.7 | 10 | -22 | 2 | -2 | -24
Cc1c(Cl)cnc(NC(=O)COC(=O)c2ccc3ncsc3c2)c1Cl | 0.59 | -3 | 1 | 0.4 | 0 | -2 | -6 | 0 | -15
CCOCCCNCc1cc(Cl)ccc1OCC | -0.91 | -5 | 1 | 0.2 | -3 | -18 | -23 | -1 | 1
COc1ccc(NC(=O)C(C)N(c2ccc(C)cc2)S(C)(=O)=O)cc1 (stereo not drawn) | 1.5 | 6 | -2 | -0.3 | 18 | -14[20 µM] | 4 | 4 | -3
CC(C)CC(=O)Nc1ccc(-c2cn3ccsc3n2)cc1 | 2.2 | 8 | -12 | -0.1 | 10 | -17[20 µM] | -15 | -1 | -3
O=C(CCC1=NS(=O)(=O)c2ccccc2N1)NC1CCCCCCC1 | 0.24 | 0 | 1 | -1.1 | 16 | -3 | -10 | 0 | 3
CCOc1ccc2nc(C)cc(C(=O)O)c2c1 | 0.52 | -4 | 7 | 2.8 | -10 | -2 | -40 | 4 | 1
O=C(O)/C=C1\NC(=O)c2ccccc21 | . | -1 | -3 | -0.4 | 12 | -13 | -11 | 0 | -2
COc1ccc(NS(=O)(=O)c2ccc(Cl)s2)cn1 | -0.0042 | 1 | 10 | 1.2 | 3 | -14 | -9 | 0 | -9
CC(C)C(NS(=O)(=O)c1cccc2nsnc12)C(=O)NCc1ccco1 (stereo not drawn) | 0.23 | 2 | -4 | 0.3 | 11 | -2 | 2 | 7 | 1
Cc1ccc(N=Cc2cc(Br)cc(Cl)c2O)cc1 | 0.89 | -2 | 3 | 2.6 | 3 | -6 | . | -1 | -1
COc1c2ccc(C(=O)NCCCCc3ccccc3)cc2nn1C | -0.23 | 2 | -1 | -1.0 | 13 | -4[20 µM] | -18 | 1 | 0
COC(=O)CC1C(=O)NCCN1C(=S)Nc1ccccc1Cl (stereo not drawn) | 0.0084 | -7 | 0 | 0.5 | -3 | -17 | -13 | 0 | -5
CCn1c(SCC(=O)NNC(=O)Cc2ccccc2)nnc1-c1ccncc1 | 0.58 | -2 | 2 | 0.5 | 10 | -22 | 1 | 3 | -8
CCOC(=O)N1CCC(NC(=O)c2cc3c(=O)n(C)c4ccccc4c3n2C)CC1 | -2.9 | -1 | -11 | -1.1 | 10 | -3 | -26 | -1 | -6
COCCOC(=O)c1c(C)oc2ccc(OC(=O)c3ccco3)cc12 | 0.02 | 1 | -2 | 0.5 | 6 | 7 | 4 | 2 | 1
CCOC(=O)N1CCN(Cc2ccc(O)c3ncccc23)CC1 | -0.31 | 1 | 0 | 0.7 | 9 | -16 | -5 | -1 | -15
CC(C)OC(=O)c1ccc(NC(=O)CSc2nc3ncccc3[nH]2)cc1 | . | 8 | 2 | -0.3 | 7 | -21 | -4 | 1 | -5
CCOC(=O)c1ccc(NC(=O)c2nc[nH]c2C(=O)N2CCC(C)CC2)cc1 | 0.043 | -5 | . | . | -1 | -31 | -4 | . | -8
COc1cc(/C=N/Nc2cccc3cccnc23)cc(OC)c1O | -0.11 | -1 | 5 | 0.6 | 5 | -28 | 1 | 2 | -6
NS(=O)(=O)c1ccc(CCNC(=O)CSc2nc3ccsc3c(=O)n2CCCCCC(=O)O)cc1 | 1.2 | -3 | 5 | 0.3 | 6 | -20 | -3 | 6 | 16
CCOC(=O)C1(Cc2cccc(F)c2)CCN(C(=O)c2cnc(C)cn2)CC1 | -0.018 | -5 | -5 | -1.6 | 4 | -15 | -9 | -4 | 0
CC(O)c1nc2ccccc2n1C1CCCCC1 (stereo not drawn) | 0.021 | -7 | 2 | 0.8 | 6 | -12[20 µM] | -13 | -2 | 4
O=C(NCc1ccco1)c1ccc(Cl)c(S(=O)(=O)N2CCOCC2)c1 | 0.37 | -3 | 2 | -0.2 | 10 | -19[20 µM] | 21 | -2 | 4
COc1cccc(Nc2cc(C)nc3nc(C)nn23)c1 | . | 11 | 11 | 0.8 | 10 | -35 | 7 | 0 | 6
CCn1cnc2cc(NCc3ccc(C)cc3)ccc21 | -1.2 | 4 | -7 | 0.2 | 11 | -12[20 µM] | -12 | 0 | -3
CC1=C(C(=O)N(C)C)C(c2ccccc2OC(F)F)NC(=O)N1 (stereo not drawn) | i | 1 | 4 | 1.7 | 14 | -16 | 1 | 1 | 3
Cn1sc(=O)c2cc(S(=O)(=O)NC3CC3)ccc21 | . | 2 | 13 | 0.3 | 1 | -17 | -1 | -2 | -6
CC(=O)c1c(O)cc(O)c(C(C)=O)c1O | -1.2 | 5 | . | . | 10 | -36 | 3 | . | 5
CCCCn1c(N)c(N(Cc2ccccc2OC)C(=O)COc2ccccc2C#N)c(=O)[nH]c1=O | 1.1 | 3 | 5 | 0.6 | -3 | -18 | -3 | -2 | -6
O=C1Nc2cc(Cl)c(Cl)cc2N(O)N1c1ccc(Cl)cc1 | 0.29 | 4 | 3 | 0.5 | 14 | -14[20 µM] | 4 | -3 | 0
Cc1ncc([N+](=O)[O-])n1CCOC(=O)c1cc(Cl)cc(Cl)c1N | -1.4 | 5 | -9 | -1.1 | 1 | -6 | -1 | 4 | 14

The results go on:
canonical_smiles | KCC2 mod | FXIa inh | p97 inhibitor | PERK inh | FXIIa inh 1536 | Furin inhibitor | hK5 inh | Wee1 degr inh | Thrombin inh
CCCCN1C(=O)NC2NC(=O)NC21 (stereo not drawn) | 0.56 | -5 | 1 | 0.5 | 7 | -20[20 µM] | 2 | -1 | -2
NNC(=O)CC(=O)NC1(Cc2ccc(O)cc2)CCCCC1 | -0.26 | -6 | 1 | 1.2 | 1 | -11 | -5 | 0 | -15
c1ccc(-c2[nH]ncc2CN2CCN(Cc3ccc4c(c3)OCO4)CC2)cc1 | 0.1 | -2 | 6 | -0.9 | 0 | -14 | -6 | 0 | -7
CCOc1ccccc1NC(=O)Cn1c(=O)n(CCC(=O)NC2CCCC2)c(=O)c2ccccc21 | 0.2 | -8 | -2 | 0.9 | -3 | -28[20 µM] | -1 | 2 | -13
CC(C)c1ccc(C2N3CC4([N+](=O)[O-])CN2CC([N+](=O)[O-])(C3)C4(C)C)cc1 (stereo not drawn) | -0.12 | 5 | 2 | 0.9 | 3 | -28 | -6 | -2 | -2
CCCCN(CC)CCCNC(=O)C1CCN(c2ncnc3c2sc2cccc(F)c23)CC1 | -3.1 | 1 | 1 | -0.2 | 9 | -13 | 3 | -1 | 2
